Source: PubChem BioAssay (The Scripps Research Institute Molecular Screening Center)
OX1R antag-1: antagonists of human orexin 1 receptor (OX1R) | OX1R-expressing cells, FRET antagonist read-out | inhibition, % at 6.6 µM | hit rate 1.8% among 330,000 | AID 485270; in the data active = inhibition mostly above about 38%, no sharp cut-off; inactive = mostly below about 40%;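 note: 0% = agonist challenge alone and 100% = reference antagonist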
Target sequence (O43613 whole entry, looked up): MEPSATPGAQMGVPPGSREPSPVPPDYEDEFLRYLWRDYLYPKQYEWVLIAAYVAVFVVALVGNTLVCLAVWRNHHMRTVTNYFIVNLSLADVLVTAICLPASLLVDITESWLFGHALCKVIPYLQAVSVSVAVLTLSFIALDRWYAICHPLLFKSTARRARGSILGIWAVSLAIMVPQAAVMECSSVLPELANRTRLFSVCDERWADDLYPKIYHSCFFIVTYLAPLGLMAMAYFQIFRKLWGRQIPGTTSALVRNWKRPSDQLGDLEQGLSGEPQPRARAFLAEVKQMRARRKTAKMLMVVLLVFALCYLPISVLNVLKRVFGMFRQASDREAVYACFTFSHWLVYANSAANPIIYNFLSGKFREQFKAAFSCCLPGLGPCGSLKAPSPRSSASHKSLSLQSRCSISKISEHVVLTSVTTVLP
OX1R antag-2: antagonists of human orexin 1 receptor. O43613. CHO/OX1R cells, Fluo-8 calcium fluorescence, orexin A. inhibition, % at 5 µM. hit rate 0.43% among 330,000. AID 434989;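 active = inhibition above its plate's threshold, mean inhibition of all tested compounds on the plate plus 3 SD, cut at about 37% in these data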;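 note: 0% = orexin A challenge wells and 100% = SB-334867-A antagonist wells; not every result past the cut was called active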
An asterisk follows results filed as active.

Below each SMILES: OX1R antag-1	OX1R antag-2
1. COc1ccc(NC(=O)COC(=O)C2CC(=O)N(CCc3ccc(OC)c(OC)c3)C2)cc1Cl (stereo unspecified)
    2	-24
2. Cc1sc2ncnc(N/N=C/c3ccc(O)cc3)c2c1C
    19	-4
3. CC(C)(C)N(Cc1ccccc1)C(=O)COC(=O)C1CCN(c2ccc(C(F)(F)F)cn2)CC1
    10	-6
4. COc1ccc(N(C(=O)c2ccc(C)cc2)S(=O)(=O)c2cccs2)cc1
    10	-13
5. Cc1cccc(CC(=O)Nc2sc(C(C)C)cc2C(=O)N2CCOCC2)c1
    21	-45
6. CC(=O)N(CCCc1ccc(C(C)(C)C)cc1)CCCN(C)C
    6	-15
7. O=C(/C=C/c1cccc(Cl)c1)OCc1cn2cc(Cl)ccc2n1
    23	-33
8. COc1ccc(CCNC(=O)C2=COCCO2)cc1
    8	5
9. COc1cccc(N2CCN(C(=O)Nc3ccc4c(c3)NC(=O)CO4)CC2)c1
    5	1
10. O=C(Cn1c(=S)[nH]c2ccccc2c1=O)N1CCc2ccccc2C1
    4	-25

Brought forward from above: two compounds, then new ones.
Below each SMILES: OX1R antag-1	OX1R antag-2
9. COc1cccc(N2CCN(C(=O)Nc3ccc4c(c3)NC(=O)CO4)CC2)c1
    5	1
10. O=C(Cn1c(=S)[nH]c2ccccc2c1=O)N1CCc2ccccc2C1
    4	-25
11. Cc1cc(C)cc(OCc2nnc(N)s2)c1
    1	-8
12. COCc1cc(=O)[nH]c(/N=C(\N)Nc2cccc(C)c2)n1
    13	2
13. COc1ccc(-c2ccc(C#N)c(SCC(=O)NCc3ccco3)n2)cc1OC
    10	-18
14. COc1ccc(/C=N/OCC(=O)N2CC3(C)CC2CC(C)(C)C3)cc1 (stereo unspecified)
    27	-19
15. CC(=O)N[C@@H](Cc1ccc(OC(F)(F)F)cc1)C(=O)O
    4	10
16. CCCOc1ccc(C(=O)NC(=S)Nc2nc(C)c(C(=O)N(C)C)s2)cc1
    14	-40
17. CC1CCC(C(C)C)C(OC(=O)COC(=O)c2ccc(=O)[nH]c2)C1 (stereo unspecified)
    16	-17
18. CCCOc1ccc(C(=O)NNC(=O)CCNC(=O)c2ccco2)cc1OC
    13	-18
19. O=C(NCCCO)c1ccc2[nH]c3ccccc3c2c1
    36	-9
20. Cc1cccc(C(=O)OCC(=O)N2CCCCCC2)c1C
    7	-27

Additional compounds follow:
Below each SMILES: OX1R antag-1	OX1R antag-2
21. CN1C(=O)NC(c2ccccc2)C2=C1CN(c1ccc3ccccc3c1)C2=O (stereo unspecified)
    17	-12
22. CCc1nonc1NC(=O)c1oc2cc(C)c(C)cc2c1C
    18	2
23. CCn1c(=O)c(C(=O)NNC(=O)c2ccccc2Cl)c(O)c2ccccc21
    34	-27
24. CCOC(=O)Nc1ccc2c(c1)N(CCCN(C)C)c1ccccc1CC2
    3	-15
25. COc1cc(NC(=O)COc2ccc(C)c(C)c2)ccc1NC(=O)c1ccco1
    17	-42
26. Cc1cc(C)c2nc(C(F)(F)F)nc(N3CCN(C(=O)c4ccco4)CC3)c2c1
    18	-10
27. CCCN1CN(Cc2ccccc2)CNC1=S
    2	-4
28. CCOC(=O)c1[nH]c2ccc(C)cc2c1NC(=O)CN1CCCCC1
    8	-18
29. CCN(Cc1ccccc1)S(=O)(=O)c1nc2nc(C)c(C)c(C)n2n1
    12	-9
30. CCCCn1c(=N)n(CC(=O)c2ccc([N+](=O)[O-])cc2)c2ccccc21
    22	-34

Going on with the list.
Below each SMILES: OX1R antag-1	OX1R antag-2
31. CC1(C2CC2)NC(=O)N(CC(=O)Nc2cc(S(=O)(=O)N3CCCCC3)ccc2Cl)C1=O (stereo unspecified)
    -1	6
32. O=C(COC(=O)c1cccnc1Cl)Nc1cccc(S(=O)(=O)N2CCOCC2)c1
    5	-8
33. Cc1ccc(NC(=O)CCC(=O)OCC(=O)c2ccc(Oc3ccc([N+](=O)[O-])cc3)cc2)cc1
    20	-9
34. Cc1ccc(C(=O)c2c(NC(=O)CSc3nnc(N)s3)sc3c2CCCC3)cc1
    6	-24
35. O=C(CNS(=O)(=O)c1ccc(Br)s1)Nc1ccc2c(c1)OCCO2
    13	-19
36. COC(=O)C1CCN(C(=O)[C@H](C)NC(=O)C2CC(=O)N(c3ccc(F)cc3)C2)CC1 (stereo partly specified)
    0	6
37. CN(C)CCNc1oc(COc2cccc(Cl)c2)nc1C#N
    22	-1
38. CCC(=O)n1nc(-c2cccnc2)nc1NCc1ccc(F)cc1
    22	-15
39. CC(C)N1C/C(=C/c2ccsc2)C(=O)/C(=C/c2ccsc2)C1
    25	-54
40. O=S(=O)(c1ccccc1)c1nc(-c2cccs2)oc1NCC1CCCO1 (stereo unspecified)
    -4	-20

Later entries:
Below each SMILES: OX1R antag-1	OX1R antag-2
41. CSCCC(NC(=O)c1cccc(S(=O)(=O)N2CCOCC2)c1)C(=O)Nc1cccc(C)c1 (stereo unspecified)
    8	-17
42. COc1ccc(NS(=O)(=O)NC(=O)c2c(C)n(C)c3ccccc23)cc1
    6	-9
43. O=C(COC(=O)C1=Cc2ccccc2OC1)NC1CCCC1
    1	-9
44. Cc1ccc(NC(=O)/C(=C/c2cccc([N+](=O)[O-])c2)NC(=O)C2CCCCC2)cc1
    5	-28
45. CCc1cc(-c2n[nH]c(=S)n2N)n(C)n1
    -5	-11
46. O=C(Nc1cccc(NC(=O)c2cccs2)c1)c1ccc(F)cc1
    21	-33
47. O=C(O)/C=C/c1cn(Cc2ccccc2)nc1-c1ccc(Cl)cc1
    23	-6
48. O=C(O)CN1C(=O)/C(=C2\SC(=S)N(C(Cc3ccccc3)C(=O)O)C2=O)c2ccccc21 (stereo unspecified)
    36	1
49. COc1ccc(NC(=O)C2CCN(S(=O)(=O)c3ccc(N4CCCC4=O)cc3)CC2)c(OC)c1
    12	-18
50. NC(=O)CC1NC(=O)c2cc([N+](=O)[O-])cc(I)c2OCCC(C(N)=O)NC(=O)[C@@H]2CCCN2C1=O (stereo partly specified)
    61*	-15

Results in sequence from the list.
Nos. 24 to 28 in OX1R antag-2: -15, -42, -10, -4, -18
Nos. 24 to 28 in OX1R antag-1: 3, 17, 18, 2, 8

(list continues)
Below each SMILES: OX1R antag-1	OX1R antag-2
51. CN(CC(=O)Nc1sc2c(c1C#N)CCCCC2)Cc1nc2ccccc2c(=O)[nH]1
    54	5
52. O=C(O)COc1c(F)c(F)c(C(F)(F)F)c(F)c1F
    2	10
53. CC(C)c1ccc(O)c(NC(=O)c2cccnc2)c1
    5	-9
54. COc1cccc(OCc2nc3c4cnn(-c5ccccc5)c4ncn3n2)c1
    17	-1
55. S=c1[nH]nc(-c2ccccn2)n1/N=C/c1ccc(Cl)cc1
    4	-11
56. COc1cc2[nH]c(=S)n(C3CCCC3)c(=O)c2cc1OC
    18	-37
57. CCNc1ccc(C(=O)N/N=C/c2c(C)nn(-c3ccccc3)c2N2CCCC2)cc1[N+](=O)[O-]
    16	-2
58. CN(C)c1ccccc1C(=O)N1CCC(n2nccc2NC(=O)C2CC2)CC1
    5	-13
59. CCCSc1nc(N)c2c3c(sc2n1)CN(C)CC3
    16	-8
60. NC(=O)CSc1nccn1Cc1ccc(Cl)cc1
    19	-8

Remaining list, next part.
Below each SMILES: OX1R antag-1	OX1R antag-2
61. COc1ccc(Cl)cc1NC(=O)CN(C)C(=O)c1cn2ccccc2n1
    18	-30
62. CCOC(=O)COc1ccc(/C=C/[N+](=O)[O-])c(OCC(=O)OCC)c1
    17	17
63. O=[N+]([O-])c1cccc(CN2[C@@H](Cc3ccccc3)COCCS2(=O)=O)c1
    26	-29
64. COc1ccc(CCNC(=S)NC(=O)c2ccccc2)cc1OC
    11	-32
65. CC(NO)/C(=N\O)c1cccs1 (stereo unspecified)
    16	8
66. CCOC(=O)c1ccc(S(=O)(=O)N(CCO)Cc2cc3cc(OC)c(OC)cc3[nH]c2=O)cc1
    15	5
67. CCn1c(=O)c2c(nc3n2CCN3c2ccccc2)n(C)c1=O
    3	-14
68. CCOC(=O)c1nc(NNC(C)=O)sc1C
    9	-2
69. COC(=O)/C=C1\SC(=NC(=O)c2cccc([N+](=O)[O-])c2)NC1=O
    27	4
70. Oc1ccc(/C=N/NC2=NCCCCC2)c(O)c1
    14	-1

Compound profiles (already shown):
`CCOC(=O)COc1ccc(/C=C/[N+](=O)[O-])c(OCC(=O)OCC)c1` in the list: OX1R antag-1 = 17; OX1R antag-2 = 17
`COc1ccc(Cl)cc1NC(=O)CN(C)C(=O)c1cn2ccccc2n1` in the list: OX1R antag-1 = 18; OX1R antag-2 = -30

Other compounds follow:
Below each SMILES: OX1R antag-1	OX1R antag-2
71. CCn1c(C)nc2cc(S(N)(=O)=O)ccc21
    16	-8
72. CN1CCC(=NOc2ccc([N+](=O)[O-])cc2)CC1
    57	-10
73. Cc1cccc(N2C(=O)/C(=C/c3ccccn3)SC2=S)c1
    13	-7
74. COc1cc(/C=N/NC(N)=S)ccc1OCC(=O)Nc1ccc(C)c(C)c1
    21	-7
75. COc1ccc(C2=NOC3(CC(=O)N(c4ccc5ccccc5c4)C3=O)C2)c(OC)c1 (stereo unspecified)
    14	-16
76. CC(C)c1ccccc1NC(=O)Cn1c(/C=C/c2ccccc2)nc2ccccc21
    9	-23
77. CCc1cc2ccc(OC)cc2nc1SCC(=O)NNC(C)=O
    24	-20
78. COc1ccccc1NC(=O)COc1cc(C)nc(C(C)C)n1
    11	-7
79. CCOC(=O)c1sc2c(c1C)c(=O)n(CCO)c(=O)n2Cc1ccccc1
    11	-27
80. CC(C)CN(CC(C)C)S(=O)(=O)N1CCC(C(=O)NCc2ccc(F)cc2)CC1
    5	-12

More results
Below each SMILES: OX1R antag-1	OX1R antag-2
81. N#Cc1ccc(-c2nc3ccccc3nc2-c2ccccc2)cc1C#N
    0	9
82. CCC(C(=O)NNC(=O)c1cnccn1)c1ccccc1 (stereo unspecified)
    10	-2
83. CC(C)NC(=S)N/N=C/c1c[nH]c2ccccc12
    5	-8
84. O=c1[nH]c2cccnc2c2ccsc12
    9	-28
85. Cc1cc(C)n2nc(SCc3ccccc3)nc2n1
    10	-12
86. CCOC(=O)C1(Cc2cccc(OC)c2)CCN(C/C=C/c2ccc(OC)cc2)CC1
    12	14
87. COc1ccc(/C=c2/sc3nc(-c4ccccc4)c(-c4ccccc4)n3c2=O)cc1
    4	0
88. CC(C)(O)C1=NOC(c2ccccc2)C1 (stereo unspecified)
    8	-8
89. CCCCCc1nnc(NC(=O)C(=O)OCC)s1
    0	-10
90. Cc1cc(-c2nnc(-c3cccc(Cl)c3)o2)no1
    6	-7

Other structures follow.
Below each SMILES: OX1R antag-1	OX1R antag-2
91. Cn1c(O)c(/C=N/NC(=O)c2cc3ccccc3cc2O)c2ccccc21
    40	-8
92. Cc1ccc(Cc2cnc(NC(=O)/C(C#N)=C/c3ccc(-c4cccc([N+](=O)[O-])c4)o3)s2)cc1
    8	-9
93. CN(Cc1ccccc1)C(=O)COC(=O)Cn1cnc2ccccc21
    -1	-9
94. N/C(=N\OC(=O)COc1ccccc1)c1ccccn1
    3	-10
95. CN(C)c1cc(C(F)(F)F)nc(-c2ccccn2)n1
    11	-18
96. COc1ccccc1NC(=O)c1cc2ccccc2o/c1=N\O
    40	-23
97. Cc1cc(C)c(C#N)c(SCCS(=O)(=O)c2ccc(C(C)(C)C)cc2)n1
    16	-29
98. O=C(Cn1nnc(-c2ccccc2)n1)Nc1ccccc1N1CCOCC1
    4	-3
99. CC1=C(C#N)C(NC(=O)C2CCCCC2)(C(F)(F)F)C(=O)N1 (stereo unspecified)
    2	-12
100. Nc1c(C(=O)CSc2nncn2-c2ccccc2)c(=O)[nH]c(=O)n1C1CC1
    6	0

Next section:
Below each SMILES: OX1R antag-1	OX1R antag-2
101. Cc1cccc(Nc2n[nH]c(C)c2[N+](=O)[O-])c1
    15	-19
102. CCOC(=O)CNC(=O)CN1C(=O)CCSc2ccccc21
    14	-6
103. CC1CC=C(c2ccccc2)C(=S)N1 (stereo unspecified)
    3	-12
104. O=C(c1cc(Cl)cc(Cl)c1)N1CCN(c2cc(C(F)(F)F)nc3ccccc23)CC1
    13	-37
105. COc1ccccc1NC(=O)CCC(=O)c1ccc(-c2ccccc2)cc1
    10	-5
106. COc1ccccc1C(=O)NCC(=O)N/N=C/c1ccc([N+](=O)[O-])cc1
    27	-9
107. COc1ccc(C2(c3ccc(OC)cc3)NC(=O)N(CC(=O)Nc3ccc(OC)c(OC)c3)C2=O)cc1
    3	-13
108. CC(=O)Nc1cccc(-n2c(=O)n(Cc3ccccc3)c(=O)c3[nH]cnc32)c1
    -5	-14
109. COC(=O)C1(c2ccccc2)NC(c2ccc(O)cc2)C2C(=O)N(c3ccc4c(c3)OCO4)C(=O)C21 (stereo unspecified)
    11	-20
110. O=C1C(C2=NC(c3ccccn3)C3C(=O)N(c4ccccc4)C(=O)C23)=C(O)c2ccccc21 (stereo unspecified)
    8	-2

Further compounds
Below each SMILES: OX1R antag-1	OX1R antag-2
111. Cc1c(/C=N/NC(=O)c2ccc(Br)o2)cnn1C
    3	-13
112. N#CC1=C(N)OC2=C(C(=O)CCC2)C1C1CC=CCC1 (stereo unspecified)
    5	-17
113. COc1ccc(/C=C2/SC(=S)N(NS(=O)(=O)c3ccccc3)C2=O)cc1
    43	-14
114. O=C(Nc1cccc(F)c1)N1CCN(C(=O)c2ccco2)CC1
    6	14
115. CCOC(=O)C1=C(N)N(c2ccccc2)C2=C(C(=O)CCC2)C1c1cccnc1 (stereo unspecified)
    13	-25
116. Cc1c(Cl)cccc1NC(=O)CCN1CCOCC1
    -8	-11
117. O=C(Cc1ccccc1)Nc1ccc2oc(-c3ccncc3)nc2c1
    8	-7
118. O=C(CN1CCCCC1)Nc1nnc(-c2ccc([N+](=O)[O-])cc2)s1
    58*	-8
119. COc1cccc(/C(C)=N/NS(=O)(=O)c2ccc(Cl)cc2)c1
    16	-33
